Source: PubChem
DENV2 CPE: inhibitors of DENV2 cytopathic effect, primary screen, cell-based, plate reader, single concentration | AID 651640, 2012 | hit rate 1.7% among 350,000 | CPE inhibition, % at 9.99 µM | DENV2-infected cells, cytopathic effect rescue; in the data active means CPE inhibition above about 20%, passing the limit was not always enough; inconclusive means no clear call, values can overlap the other calls; tested in BHK-21 cells;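 further: 0% = median of neutral control wells and 100% = median of positive control wells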
XiGFP reactiv: activators of inactive X chromosome reactivation, primary screen, imaging, XiGFP fibroblasts, GFP high-content imaging, set 2; XiGFP mouse fibroblasts, % GFP-positive cells imaging, 3 d; cells co-treated with 5-aza-dC sensitizer; scaled so ellipticine positive control = 100%; activation, % at 7.58 µM; hit rate 0.055% among 360,000;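 active means mean normalized replicate activation at least 10% and every replicate at or above 10%; inconclusive means only one of the two criteria met; inactive means mean below 10% and not all replicates reach 10%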;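 further: 0% = median of on-plate neutral control wells and 100% = ellipticine 6 µM median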
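System: 68-5-11 XiGFP fibroblast line; Timing: 3 days compound exposure; Compound dosing: one concentration, pinned; Benchmarks: positive control ellipticine, 6 µM final; Buffer or medium: DMEM containing 5-aza-dC.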
EWS-Fli inh: EWS/Fli-driven NR0B1 reporter inhibitors, primary screen, A673 cells, NR0B1 luciferase, luminescence, MLPCN library. viability-normalised. inhibition, % at 12.6 µM. hit rate 0.67% among 350,000;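 active means mean inhibition of at least 50% after viability correction, with every replicate also passing that limit; inconclusive means mean reaches 50% but only one of two replicates passes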;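 further: firefly luciferase signal divided by Alamar Blue viability fluorescence both relative to DMSO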
INS-1E GSIS act: GLuc luminescence reporter in INS-1E cells, primary screen for activators of glucose-dependent secretion of insulin. INS-1E GLuc reporter insulin secretion, 2-3 h. activation, % at 16.6 µM. hit rate 0.61% among 370,000. AID 743287, 2014;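 active means lowest replicate activation of at least 40%, so every replicate reaches that level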;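 further: 0% = median of neutral control wells and 100% = median of IBMX positive control wells; some compounds called inactive have numbers as strong as hits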
PAX8 inh HTS: inhibitors of PAX8-driven TPO luciferase reporter, primary screen, RMG-I cells, single concentration; SteadyGlo, 24 h; inhibition, % at 12.6 µM; hit rate 1.2% among 360,000;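 active means mean replicate inhibition at least 60% with every replicate also reaching 60%; inconclusive means only one of the two criteria is met; inactive means mean below 60% and not all replicates reaching 60%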;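 further: luciferase light reporting Pax8 driven TPO promoter activity; plate controls were median of neutral control wells for no effect and mitoxantrone controls for full effect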
F508del corr: F508del CFTR correction, initial screen, CFBE line, single point; AID 720511, 2013; CFBE cells, YFP halide quenching; stimulated with forskolin plus potentiator P3; % fluorescence drop versus neutral controls; hit rate 0.36% among 350,000; activity (quench increase), % at 7.58 µM;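 active means mean added fluorescence quench of at least 8% versus neutral control, with both replicates also reaching 8%; inconclusive means only one of the mean or replicate conditions met; inactive means mean below 8% and not both replicates reaching 8%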;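 further: cells transiently co-express mutant CFTR-F508del with the halide-sensitive YFP; corrector assay measuring rescue of mutant channel to the surface after 24 h compound exposure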
ERp5 block: inhibitors of ERp5-driven insulin aggregation, primary screen, biochemical, turbidity, absorbance 650 nm, single point. hit rate 0.05% among 350,000. 90 min. inhibition, % at 9.99 µM. Protein disulfide-isomerase A6 (Homo sapiens), Q15084;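 active means mean replicate inhibition above about 25%, with every replicate also reaching it, limit read from the data, passing the limit was not always enough; inconclusive means only one of those two criteria met; inactive means neither criterion met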
Target sequence (Q15084 whole entry, looked up): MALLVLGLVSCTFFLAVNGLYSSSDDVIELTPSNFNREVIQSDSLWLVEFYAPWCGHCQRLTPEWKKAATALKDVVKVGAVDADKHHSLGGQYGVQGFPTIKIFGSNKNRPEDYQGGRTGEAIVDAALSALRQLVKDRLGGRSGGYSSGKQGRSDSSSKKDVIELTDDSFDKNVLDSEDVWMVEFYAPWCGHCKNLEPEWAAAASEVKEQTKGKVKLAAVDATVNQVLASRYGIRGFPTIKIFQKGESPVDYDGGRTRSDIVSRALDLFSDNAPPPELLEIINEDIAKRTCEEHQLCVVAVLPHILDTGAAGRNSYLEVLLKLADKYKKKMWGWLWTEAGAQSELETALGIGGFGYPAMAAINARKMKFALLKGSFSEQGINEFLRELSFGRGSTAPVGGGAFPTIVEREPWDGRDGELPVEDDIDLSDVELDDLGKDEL
ARNT-TACC3 inh: disruptors of ARNT/TACC3 protein interaction, primary screen, biochemical, AlphaScreen, single concentration; AID 623870, 2012; Transforming acidic coiled-coil-containing protein 3 (Homo sapiens), Q9Y6A5; hit rate 0.66% among 390,000; inhibition, % at 9.99 µM; AlphaScreen His-ARNT PAS-B/GST-TACC3 binding, luminescence; TACC3 fragment carries E629A point mutation;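 active means mean inhibition of replicates at least 50% and at least half of replicates each reaching 50%; inconclusive means half or more replicates reach 50% but mean below 50%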;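 further: 0% = complete ARNT plus TACC3 wells and 100% = ARNT alone without TACC3; many hits fall short of the cut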
An asterisk follows results filed as active; ? = inconclusive; . = no result given.

SMILES | DENV2 CPE | XiGFP reactiv | EWS-Fli inh | INS-1E GSIS act | PAX8 inh HTS | F508del corr | ERp5 block | ARNT-TACC3 inh
Cc1nc2ccccc2nc1NS(=O)(=O)c1ccc(N)cc1 | -1 | 0.0 | 2 | -10 | 19 | -0.3 | 2 | -9
COC(=O)c1c(NC(=O)CC2SC(N)=NC2=O)sc2c1CCCC2 (stereo not drawn) | -7 | . | -5 | -4 | . | 1.8 | 1 | 1
COc1ccccc1N1CCN(S(=O)(=O)CCNC(=O)C2CCCC2)CC1 | -4 | 0.0 | -1 | 16 | 13 | -0.4 | 1 | -38
CCOc1ccc(Cc2nnc(SCC(=O)Nc3c(C)cccc3C)[nH]c2=O)cc1 | 4 | 0.3 | -5 | -19 | 3 | 0.1 | 15 | 21
COc1ccc2c(c1)[C@@]1(OCCC=C[C@H]1C)C(=O)N2CC1CC1 | 14 | 0.4 | -9 | 53* | -16 | 0.7 | 11 | .
COc1ccc(S(=O)(=O)N2CCCCCC2)cc1C(=O)N(C)CC(=O)Nc1c(Cl)cccc1Cl | -3 | 0.0 | -1 | -16 | -5 | 2.2 | 1 | -3
CC[n+]1c(/C=C/N(C)c2ccccc2)oc2ccc(Cl)cc21 | 1 | 0.1 | 6 | . | 31 | -3.4 | 0 | .
CCOCCCNC(=O)c1ccccc1OC1CCN(S(C)(=O)=O)CC1 | -2 | -0.5 | -14 | 11 | 5 | 0.5 | -1 | -1
CC1(Cc2cccc(C(F)(F)F)c2)C(=O)Nc2c(Cl)ccc(Cl)c21 (stereo not drawn) | -6 | 0.0 | 1 | -37 | 5 | 2.7 | 3 | .
CN1CCN(C(=O)c2cc3cc(Cl)ccc3[nH]2)CC1 | 3 | -0.1 | -13 | -7 | -18 | -1.2 | 1 | 24
CC(C)C(=O)Nc1sc2c(c1C(N)=O)CCN(Cc1ccccc1)C2 | -2 | -0.1 | -6 | 2 | 16 | -2.5 | -4 | -6
C[C@@H]1CN([C@H](C)CO)S(=O)(=O)c2ccc(C3=CCCC3)cc2O[C@@H]1CN(C)C(=O)c1ccccn1 | -1 | -0.1 | -1 | 1 | . | 0.3 | -2 | 3
C[C@@H]1CN([C@H](C)CO)S(=O)(=O)c2ccc(C#Cc3ccccc3F)cc2O[C@H]1CN(C)C(=O)Cc1ccccc1 | 4 | -1.4 | 10 | -33 | ? | 4.2 | -5 | 3
CCOc1cc2c(cc1C=O)OC(C)C2 (stereo not drawn) | 5 | 0.0 | -1 | -1 | -6 | -2.5 | 1 | 22
COc1cccc(CNC(=O)CCCC(=O)NC(C)CCc2ccccc2)c1 (stereo not drawn) | -1 | 0.1 | -6 | 0 | 19 | 2.7 | -2 | 1
COc1ccc(S(=O)(=O)N(C)C[C@@H]2OCCCC[C@@H](C)Oc3ccc(NS(C)(=O)=O)cc3C(=O)N([C@H](C)CO)C[C@H]2C)cc1 | -14 | 0.2 | 0 | -11 | -4 | -2.5 | 4 | -5
CC1CCN(S(=O)(=O)c2cccc(C(=O)N(C)C3(C)CCS(=O)(=O)C3)c2)CC1 (stereo not drawn) | -8 | 0.1 | . | -64 | 2 | 0.6 | -5 | 0
C[C@@H]1CN([C@H](C)CO)C(=O)c2cc(C3=CCCC3)cnc2O[C@@H]1CN(C)C(=O)NC1CCCC1 | -7 | 0.3 | 6 | 7 | . | 0.0 | 8 | .
O=C1C=C(c2cccc3c2sc2ccccc23)C[C@@H](c2ccc(Cl)cc2)C1 | ? | -0.3 | 7 | 7 | -1 | -0.4 | 2 | 2
O=C(c1cccnc1)c1cccnc1 | -1 | 0.0 | -3 | -7 | 11 | 1.1 | 0 | -7
CCCN1C[C@H](C)[C@@H](OC)CN(C)C(=O)c2ccc(NC(=O)C3CCOCC3)cc2OC[C@H]1C | -8 | -0.4 | 4 | 6 | -3 | -1.7 | 5 | 2
Cc1cc(C)c2c(n1)sc1c(-c3ccccc3)c(C#N)c(N)nc12 | . | 0.3 | . | 53 | -10 | . | . | -8
COc1cc(S(=O)(=O)N2CCOCC2)ccc1NC(=O)COc1ccc(N(C)S(=O)(=O)c2ccc(C)cc2)cc1 | -4 | 0.1 | 4 | 2 | 18 | -0.5 | 3 | 11
CC(C)n1nnnc1-c1ccc(Cl)cc1 | 3 | 0.0 | 1 | 29 | -6 | -1.0 | -1 | 0
CSc1nc(N)nc2c1ncn2CC(=O)NCCCN1CCCC1=O | -4 | 0.0 | -4 | 32 | 4 | -1.9 | 5 | 0

3 of the entries above in order of the ERp5 block value, lowest first.
smiles	ERp5 block
C[C@@H]1CN([C@H](C)CO)S(=O)(=O)c2ccc(C#Cc3ccccc3F)cc2O[C@H]1CN(C)C(=O)Cc1ccccc1	-5
O=C(c1cccnc1)c1cccnc1	0
CCOc1cc2c(cc1C=O)OC(C)C2 (stereo not drawn)	1

(list continues)
SMILES | DENV2 CPE | XiGFP reactiv | EWS-Fli inh | INS-1E GSIS act | PAX8 inh HTS | F508del corr | ERp5 block | ARNT-TACC3 inh
Cc1ccc(CNC(=O)COC(=O)c2ccc(S(=O)(=O)N(C)C)cc2)cc1 | 9 | 0.1 | 0 | 9 | 13 | 8.1* | 1 | -8
COc1ccc(-c2c(-c3cc(OC)cc(OC)c3)n(C)c3ccc(-c4ccc(OC)c(F)c4)cc23)cc1 | -1 | 0.1 | -6 | 2 | -12 | 1.6 | -4 | -8
C[C@H](CO)N1C[C@H](C)[C@@H](CN(C)C(=O)Nc2ccccc2)Oc2ccc(NC(=O)Nc3ccccc3)cc2CC1=O | 12 | -0.2 | -1 | -8 | 8 | -1.4 | -1 | 10
C=CCNC(=O)/C(=C\c1ccco1)NC(=O)c1ccco1 | 0 | 0.0 | 13 | 7 | -8 | -0.4 | 0 | -4
Nc1ccc(S(=O)(=O)NCC2CCCCO2)cc1 (stereo not drawn) | -3 | 0.0 | 0 | 9 | 9 | 1.3 | -13 | 0
COc1ccc2c3c(n(C)c2c1)[C@H](CO)N(C(=O)NC(C)C)CC31CCN(C(=O)NC(C)C)CC1 | -4 | 0.3 | -5 | 9 | . | -1.4 | -1 | .
COc1c2ccoc2c(OC[C@@H](O)C(C)(C)O)c2oc(=O)ccc12 | ? | 0.0 | -6 | . | -2 | -2.3 | 2 | -5
C[C@H]1CCCCO[C@H](CN(C)C(=O)Nc2ccccc2)[C@@H](C)CN([C@@H](C)CO)C(=O)c2cc(NS(=O)(=O)c3ccc(F)cc3)ccc2O1 | -7 | 0.2 | 11 | -35 | 20 | -0.1 | . | -5
Oc1ccccc1N1CCN(CC(O)COC2CCCc3ccccc32)CC1 (stereo not drawn) | 8 | 0.2 | -2 | -6 | -1 | -0.2 | 2 | 0
COC(=O)C[C@@H]1C[C@H]2c3cc(N(C)C)ccc3O[C@H]2[C@H](CO)O1 | -6 | 0.2 | -4 | -6 | 9 | -0.2 | -8 | 28
COc1cc(C)c(CN2CCSCC2)cc1C | -2 | 0.0 | 4 | 34 | 4 | 1.1 | 1 | -27
Cn1cnnc1SCC(=O)Nc1sccc1C#N | 5 | . | 10 | -5 | . | -0.6 | -6 | -24
Cc1ccc(-c2cc(C(=O)Nc3cccnc3)[nH]n2)c(O)c1C | 3 | . | -84 | 0 | -50 | 1.0 | 7 | -5
COCCCNC(=O)CN(c1cc(Cl)cc(Cl)c1)S(C)(=O)=O | -9 | . | 0 | 0 | . | 1.5 | 3 | 0
COC(=O)c1cn(Cc2ccccc2C)nn1 | -6 | 0.1 | -1 | . | 35 | 3.7 | 4 | 0
Cc1ccc(SCC(=O)NC(=O)NCc2ccccc2)c(C)c1 | 3 | 0.2 | -4 | . | 6 | . | 1 | -25
CCn1cc(C(=O)NCCC(C)C)c(=O)c2cc(F)c(N3CCN(C)CC3)cc21 | 7 | 0.0 | 1 | 0 | 16 | 3.3 | 2 | -4
O=C(C1CCCO1)N1CCN(S(=O)(=O)c2ccc(F)cc2)CC1 (stereo not drawn) | 2 | -0.1 | -2 | 15 | 6 | 4.3 | 0 | .
O=C(Nc1ccc(C(F)(F)F)cc1)Nc1ccc2c(c1)[C@@H]1C[C@H](CC(=O)N3CCc4ccccc4C3)O[C@H](CO)[C@@H]1O2 | 11 | 0.1 | 27 | -5 | 109* | -2.3 | 1 | -6
Cc1cc(C)c([N+](=O)[O-])cc1NC(=O)CCS(=O)(=O)c1ccccc1 | . | -0.1 | -2 | 0 | 6 | 0.1 | -13 | -1
COc1ccc(CN(C)C[C@@H]2OCCCC[C@@H](C)Oc3ccc(NC(=O)Cc4ccccc4)cc3C(=O)N([C@H](C)CO)C[C@H]2C)cc1 | -2 | 0.0 | -5 | -24 | 30 | -3.7 | . | 2
O=C(C1CC1)N1CCCCN2[C@H](CO)[C@H](c3ccc(C#CC4(O)CCCC4)cc3)[C@H]2C1 | -2 | . | -17 | . | -13 | -0.3 | 3 | -5
CC(Sc1nc(N)c2c3c(sc2n1)CSC(C)(C)C3)C(=O)Nc1ccccc1 (stereo not drawn) | . | -0.1 | . | -17 | 23 | . | . | -8
CC(C)NC(=O)N(C)C[C@@H]1Oc2c(NC(=O)C3CCCCC3)cccc2C(=O)N([C@@H](C)CO)C[C@H]1C | 1 | 0.3 | -1 | 12 | 6 | 0.4 | -2 | .
CCCCOCCCNC(=O)C[C@@H]1C[C@@]2(C(=O)OCC)CCCC=C2N(CCc2ccc(OC)c(OC)c2)C1=O | 28* | 0.0 | 3 | -15 | 7 | -0.9 | 1 | .

Going on with the list.
SMILES | DENV2 CPE | XiGFP reactiv | EWS-Fli inh | INS-1E GSIS act | PAX8 inh HTS | F508del corr | ERp5 block | ARNT-TACC3 inh
COc1ccc2oc(=O)c(C(=O)Oc3ccc(NC(C)=O)cc3)cc2c1 | -11 | . | . | -29 | . | . | 1 | -10
COC(=O)C1=COC(OC2OC(CO)C(O)C(O)C2O)C2C1C=CC2(O)CO (stereo not drawn) | -5 | . | -9 | . | . | -0.6 | -1 | -36
Cc1oc(-c2ccccc2F)nc1CSCC(=O)NC1CC1 | 9 | 0.0 | . | 21 | 3 | -1.7 | 4 | -6
Cc1ccc(/C=C(\C#N)C(=O)NCC2CCCO2)o1 (stereo not drawn) | -8 | 0.1 | -30 | 13 | -13 | 2.8 | -2 | -9
COc1cc(CO)cc(I)c1O[C@H]1C=C(C(=O)NCCO)C[C@@H](N(CC2CCCCC2)C(=O)c2ccc(C(F)(F)F)cc2)[C@@H]1O | -1 | . | 3 | . | 4 | -2.8 | 3 | -7
Nc1nc(NC(=O)C(Cl)(Cl)Cl)nn1-c1ccccc1 | 1 | 0.2 | -9 | -2 | 53 | -2.8 | 0 | 64*
O=C(C[C@@H]1CC[C@H]2[C@@H](COC[C@H](O)CN2C(=O)Nc2ccc(Cl)c(Cl)c2)O1)NCc1ccncc1 | ? | -0.1 | 1 | -41 | -3 | -2.1 | -3 | 26
O=C(c1ccncc1)N1C[C@@H]2[C@H](c3ccccc31)[C@@H](CO)N2C(=O)CN1CCOCC1 | 9 | 0.0 | 6 | 7 | -27 | -5.7 | -1 | 5
Cc1ccc(CNC(=O)c2ccc3c(c2)S(=O)(=O)c2ccccc2C3=O)o1 | . | 0.1 | 15 | -24 | 0 | -2.8 | . | -3
